TPT1 inhibitor – inhibitors of Candida albicans tRNA 2'-phosphotransferase TPT1; recombinant caTPT1, FP RNA substrate dephosphorylation; inhibition, % at 5 µM; actives 0.81% (n = 300,000);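 active means inhibition above the mean of all tested compounds plus 3 SD, set per screening campaign, cut at about 24% in these data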;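 further: plate controls were DMSO alone for no effect and ferristatin control at 100 nM for full effect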
procasp7 counter – counter-screen: procaspase-7 (human) activation | actives 0.093% (n = 330,000) | recombinant procaspase-7, Ac-DEVD-pNA absorbance 405 nm; D23A/D198A/D206A triple mutant, cannot self-cleave; scale: DMSO 0, 5 µM enzyme 100 | P55210 | AID 463210 | activation, % at 8.5 µM;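 active means percent activation above the screen-wide mean plus 3 SD, cut at about 25% in these data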
Target sequence (P55210 whole entry D23A/D198A/D206A): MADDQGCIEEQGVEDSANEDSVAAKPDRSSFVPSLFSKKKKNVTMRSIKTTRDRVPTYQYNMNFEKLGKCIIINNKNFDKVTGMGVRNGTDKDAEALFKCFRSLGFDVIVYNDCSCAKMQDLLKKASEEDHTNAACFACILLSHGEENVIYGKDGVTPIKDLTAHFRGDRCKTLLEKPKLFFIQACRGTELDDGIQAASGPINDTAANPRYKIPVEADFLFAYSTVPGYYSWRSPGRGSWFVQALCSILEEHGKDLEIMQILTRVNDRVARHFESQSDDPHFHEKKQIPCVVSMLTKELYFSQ
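buffer or medium = Zinc-free HEPES/NaCl buffer, pH 7.4 | material = Procaspase-7 triple mutant (PC-7 D3A) | input = 2 µM procaspase-7 mutant as dispensed | signal = Epi-absorbance of released pNA at 405 nm, two timepoints | timing = 1 h preincubation, 2 h reaction | replicates = singlicate compound testing | evaluation = % activation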
core dimer inh – HCV core protein dimerization inhibition; AID 1899; TR-FRET GST/Flag-core106 dimerization, 1536-well; inhibition, % at 5 µM; actives 0.33% (n = 300,000);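 active means inhibition above the mean of all tested compounds plus 3 SD, set per screening campaign, cut at about 45% in these data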
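test system = GST/Flag-tagged HCV core106 proteins | probe or stimulus = Eu donor and XL665 acceptor anti-tag antibodies | times = compound-protein-antibody incubation 4 h at 22.5 °C | signal = TR-FRET, excitation 340 nm, emission 617 and 671 nm | measure = percent inhibition of core106 dimerization signal | controls = wells lacking GST-core106 and wells with excess unlabelled core106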
CTSL1 counter – blocks F. hepatica cathepsin L1 in PFM18AAP counter-screen. recombinant F. hepatica cathepsin L1, Z-Leu-Arg-MCA fluorescence. inhibition, % at 5.96 µM. actives 0.49% (n = 300,000). AID 1906;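 active means inhibition above the mean of all tested compounds plus 3 SD, set per screening campaign, cut at about 17% in these data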;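 further: 0% = plate median of test compound wells and 100% = 1 µM Z-Phe-Ala-diazomethylketone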
GASC-1 inh – human JMJD2C demethylase inhibition. Q9H3R0. GST-JMJD2C(1-420) H3K9me3 demethylation, DELFIA europium. inhibition, % at 2.35 µM. actives 0.069% (n = 330,000);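 active means more than half of a compound's replicate wells show inhibition beyond 50%, single wells judged on their own value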;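 further: signal counts dimethyl H3K9 product captured on neutravidin plate; 0% = median of DMSO wells and 100% = 0.3 times that DMSO median; strong numbers were not always called active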
PP5 primary – PP5 (human) phosphatase inhibition. purified PP5c, OMFP substrate fluorescence. inhibition, % at 6.7 µM. P53041. actives 0.18% (n = 320,000);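 active means inhibition above the campaign's mean inhibition across all tested compounds plus 3 SD, cut at about 9.5% in these data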;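 further: 0% = DMSO only and 100% = 100 µM cantharidin control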
Target sequence (P53041 whole entry, looked up): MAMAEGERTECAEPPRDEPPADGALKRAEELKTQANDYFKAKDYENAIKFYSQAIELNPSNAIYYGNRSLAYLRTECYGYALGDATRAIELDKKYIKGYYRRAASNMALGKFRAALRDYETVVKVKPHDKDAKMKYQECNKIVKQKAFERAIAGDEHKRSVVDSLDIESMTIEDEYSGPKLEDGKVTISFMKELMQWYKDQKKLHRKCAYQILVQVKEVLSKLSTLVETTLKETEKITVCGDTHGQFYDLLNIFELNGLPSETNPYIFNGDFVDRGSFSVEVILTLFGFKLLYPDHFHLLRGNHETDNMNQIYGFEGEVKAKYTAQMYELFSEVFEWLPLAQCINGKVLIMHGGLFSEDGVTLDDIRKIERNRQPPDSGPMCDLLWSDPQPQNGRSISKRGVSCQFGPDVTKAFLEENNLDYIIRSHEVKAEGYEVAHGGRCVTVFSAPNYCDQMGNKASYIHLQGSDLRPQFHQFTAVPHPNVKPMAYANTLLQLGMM
procasp3 activ – activates human procaspase-3 | P42574 | recombinant procaspase-3 D3A, Ac-DEVD-pNA absorbance 405 nm | activation, % at 8.5 µM | actives 0.11% (n = 330,000) | AID 463141;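 active means activation above the mean of all tested compounds plus 3 SD, cut at about 21% in these data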;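 further: 0% = DMSO alone and 100% = DMSO wells spiked with extra 5 µM PC-3 D3A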
Target sequence (P42574 whole entry D9A/D28A/D175A): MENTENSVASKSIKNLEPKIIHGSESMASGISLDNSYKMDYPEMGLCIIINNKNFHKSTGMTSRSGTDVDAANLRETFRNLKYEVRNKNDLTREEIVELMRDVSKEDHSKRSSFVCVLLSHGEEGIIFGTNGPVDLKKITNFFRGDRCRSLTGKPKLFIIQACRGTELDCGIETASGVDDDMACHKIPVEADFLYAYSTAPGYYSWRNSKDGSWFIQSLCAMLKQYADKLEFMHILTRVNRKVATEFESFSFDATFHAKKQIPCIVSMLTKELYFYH
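Technique: 405 nm absorbance of p-nitroaniline, reads at 0 and 120 min; Test system: Procaspase-3 D3A mutant; Incubation: 1 h enzyme-compound preincubation, then 2 h substrate reaction, 25 °C; Repeats: singlicate, each compound tested once; Benchmarks: low control DMSO wells, high control DMSO plus 5 µM PC-3 D3A.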
Efflux pump inh – antifungal efflux pump inhibition, Nile Red retention; S. cerevisiae Candida pump triplex; actives 0.44% (n = 330,000); inhibition, % at 10 µM;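 active means plate passing quality check with inhibition over a set limit, or well fluorescence over plate mean plus 4 SD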;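 further: Nile Red retained in pooled yeast measured as flow cytometry median fluorescence; 0% = buffer negative control and 100% = Enniatin B positive control; higher means more Nile Red kept so more efflux inhibition; some compounds called inactive have numbers as strong as hits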
PP1 inh – PP1-alpha (human) inhibition in PP5 counter-screen. P62136. purified PP1alpha, OMFP fluorescence. inhibition, % at 6.7 µM. actives 0.9% (n = 320,000). AID 2235;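 active means inhibition above the mean inhibition of all tested compounds plus 3 SD, computed separately for each screening campaign, cut at about 15% in these data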
* hit, by the source's call; nt = not tested or not shown; & = joins results of further samples.

SMILES	TPT1 inhibitor	procasp7 counter	core dimer inh	CTSL1 counter	GASC-1 inh	PP5 primary	procasp3 activ	Efflux pump inh	PP1 inh
COC(=O)c1c(NC(=O)/C=C/C(=O)O)sc(C)c1-c1ccc(C(C)C)cc1	-3	-7	20	-2	-1	-1.4	0	0.1	3
NS(=O)(=O)c1ccc(CCNS(=O)(=O)c2cccc(C(=O)O)c2)cc1	-5	1	-6	-3	-17	0.7	9	-0.1	1
CCOC(=O)c1nc(-c2ccc(OC)c(OC)c2)cnc1C#N	1	12	-8	-1	5	3.5	-5	-0.1	0
Cc1ccc2c(c1)sc1nc(=O)n(-c3ccc(Cl)cc3)c(=O)n12	-2	8	3	-2	1	0.4	-7	-0.2	2
O=C(CCCCCn1c(=S)[nH]c2cc3c(cc2c1=O)OCO3)N1CCN(Cc2ccccc2)CC1	1	7	7	2	nt	-1.8	-2	0.1	7
O=C1C=C(O)c2cccc3cccc1c23	-22	-28	3	7	3	0.4	-7	-0.1	0
Cc1ccc(CC(NC(=O)c2ccccc2)C(=O)NC(CC(C)C)C(=O)O)cc1 (stereo unspecified)	3	8	0	-1	1	3.9	0	0.0	-1
CC1=NN(c2ccccc2)C(=O)/C1=C\c1cn(C)c2ccccc12	-3	-15	-11	2	-1	4.5	-47	-0.2	0
COC(=O)c1cccc(NC(=O)Cn2cnc3ccccc3c2=O)c1	-2	9	-2	-4	5	1.9	-2	-0.1	0
Cc1ccc(Cl)cc1NC(=O)[C@@H]1CCC(=O)N1C1OC(=O)c2ccccc21 (stereo partly specified)	0	-3	3	-1	1	-1.5	-17	-0.2	-4
Cc1[nH]c2ccccc2c1/C=N/Nc1nc(Nc2ccc(F)cc2)nc(N2CCOCC2)n1	7	-2	-10	3	-4	8.0	-4	-0.2	3
COc1cc(-c2noc(C)c2-c2ccc3[nH]ccc3c2)cc(OC)c1OC	3	-2	3	4	-9	3.4	3	0.2	0
O=S(=O)(c1ccc(Cl)cc1)n1cccn1	-3	-5	-5	-4	-3	-0.8	2	-0.1	0
O=S(=O)(c1ccc(Br)cc1)N1CCCC1c1nc2ccccc2s1 (stereo unspecified)	-3	-2	-2	2	-11	4.0	3	0.0	4
O=[N+]([O-])c1c(NCCCO)cc(N2CCCCCC2)c2nonc12	1	-7	-16	7	-9	1.9	-23	0.0	0
Cc1ccc(NC(=S)N2C3CCCC2CC(NC(=O)C2CC2)C3)cc1C (stereo unspecified)	-1	9	-22	7	6	-8.6	-2	-0.1	4
COc1cc2[nH]c(=S)nc(NCc3ccc(Cl)cc3)c2cc1OC	-3	-8	5	2	-15	6.1	-3	-0.1	3
CCOC(=O)c1oc2ccccc2c1CN1CCN(C)CC1	0	4	-3	-2	21	0.7	-16	-0.2	-1
CCN(CC)CCC(c1ccc(N(C)C)cc1)c1c(OC)cc(OC)c2c(-c3ccccc3)cc(=O)oc12 (stereo unspecified)	-1	2	-6	-2	2	-0.8	2	-0.1	0
CCN(CC)S(=O)(=O)c1ccc(C(=O)NCc2ccc3[nH]c4c(c3c2)CCCC4)cc1	-2	8	32	-1	-1	2.9	-1	0.1	4

Molecules above that have two or more sulfur atoms, in the order listed:
SMILES	TPT1 inhibitor	procasp7 counter	core dimer inh	CTSL1 counter	GASC-1 inh	PP5 primary	procasp3 activ	Efflux pump inh	PP1 inh
NS(=O)(=O)c1ccc(CCNS(=O)(=O)c2cccc(C(=O)O)c2)cc1	-5	1	-6	-3	-17	0.7	9	-0.1	1
O=S(=O)(c1ccc(Br)cc1)N1CCCC1c1nc2ccccc2s1 (stereo unspecified)	-3	-2	-2	2	-11	4.0	3	0.0	4

Further records:
SMILES	TPT1 inhibitor	procasp7 counter	core dimer inh	CTSL1 counter	GASC-1 inh	PP5 primary	procasp3 activ	Efflux pump inh	PP1 inh
COc1ccccc1CNC(=O)C1CCN(S(=O)(=O)c2ccc3c(c2)CC(C)N3C(C)=O)CC1 (stereo unspecified)	1	6	0	0	2	0.4	8	0.2	-2
CCOC(=O)N1CCC(N2Cc3cccc(C(=O)N4CCN(c5cccc(C)c5C)CC4)c3C2=O)CC1	4	2	20	0	1	3.0	7	0.0	-4
CC(C)C(=O)Nc1ccc2oc(=O)ccc2c1	1	-1	-2	5	2	-1.2	0	0.1	-3
CC(=O)NCCn1c(SCc2cc(F)ccc2F)nc2ccccc2c1=O	1	1	3	2	-3	2.9	5	0.1	0
Cc1ccc(-c2cc(C(=O)N/N=C/C=C/c3ccco3)c3ccccc3n2)cc1C	-2	6	68*	3	8	5.4	-9	0.0	20*
COC(=O)C1=C(C)NC(C)=C(C(=O)OCC2CCCO2)C1c1ccc(Cl)c([N+](=O)[O-])c1 (stereo unspecified)	-1	10	-12	0	3	5.5	9	0.1	5
COc1cc(C(O)P(=O)(OC2CCCCC2)c2ccc(N(C)C)cc2)cc(OC)c1OC (stereo unspecified)	-1	2	-4	-1	7	2.2	3	0.0	-3
CC(=O)C1=C(O)C(=O)N(Cc2ccccc2)C1c1ccc(N(C)C)cc1 (stereo unspecified)	-3	8	-4	-4	8	2.4	0	0.1	3
CCCCC(=O)Nc1ccc(Br)cn1	-1	-1	3	4	1	1.0	0	0.2	0
O=C(OCC1OC(n2ncc(=O)[nH]c2=O)C(OC(=O)c2ccccc2)C1OC(=O)c1ccccc1)c1ccccc1 (stereo unspecified)	0	-2	10	4	6	2.3	5	0.3	24*
CCN(CC)CC(=O)Nc1cccc2c1C(=O)c1ccccc1C2=O	-4	-11	8	0	1	0.7	2	-0.1	3
OCCN(CCO)c1ncnc2c1oc1ccc(Br)cc12	-1	-5	0	3	14	0.4	-1	0.2	0
CC(=O)Nc1cc(C)c(S(C)(=O)=O)c(C)c1	0	0	4	3	-3	-1.1	-1	-4.3	-2
Cc1ccc(N(Cc2ccc(C(=O)NC3CCCCC3)cc2)S(C)(=O)=O)cc1C	7	-1	6	1	3	2.1	3	0.1	-2
O=C(N/N=C/c1ccccn1)c1ccc(NC(=O)c2ccccc2Cl)cc1	2	0	1	7	-13	-0.9	-2	-0.1	-2
CCC(C(=O)Nc1ccc(C)cc1)c1ccccc1 (stereo unspecified)	-2	3	-4	-3	-23	-0.2	0	0.0	6
CC(Oc1ccccc1Cl)C(=O)N1CCOCC1 (stereo unspecified)	-3	16	1	-3	-25	0.2	2	-0.1	0
CCCC(c1nnnn1CC1CCCO1)N1CCN(c2ccccc2)CC1 (stereo unspecified)	5	-7	-2	-1	-4	3.0	-5	0.1	-4
O=C(CN1C(=O)C2(OCCO2)c2ccccc21)c1ccc(F)cc1	3	-2	-2	-1	-8	2.6	1	0.0	-2
Cn1c(=O)c2c(nc(NCCCO)n2CCc2ccccc2)n(C)c1=O	-7	-1	-6	-3	2	-0.3	2	0.1	0
Cn1c(SCC(=O)Nc2ccc3c(c2)OCCO3)nnc1C(F)(F)F	nt	10	nt	nt	nt	-1.1	6	-0.3	-3
CCC(=O)c1ccc(N2CCN(C(=O)c3ccccc3F)CC2)c(F)c1	-4	-4	4	-1	-1	-0.3	-17	-0.1	0
COCCn1c(SCC(=O)OCc2ccccc2)nc2c1c(=O)[nH]c(=O)n2C	-2	8	8	1	3	0.7	2	-0.1	0
COc1ccccc1-c1noc(-c2ccccc2C(=O)Nc2cccnc2)n1	1	-1	-1	-1	-1	10*	-5	0.1	3
CCCNC(=O)NC(=O)CSc1nnc(-c2ccncc2)n1CC	-2	-7	4	2	15	-2.7	11	-0.1	-4
O=C(Nc1ccc2c(c1)OCCO2)C1CCCC1	nt	3	nt	nt	nt	-0.4	-2	-0.1	2
COc1ccccc1CCNS(=O)(=O)c1c(C)n(C)c(=O)n(C)c1=O	-4	1	-3	1	2	-0.8	4	0.0	1
OCCN1CCN(c2ncnc3c2c(-c2ccccc2)cn3-c2ccc(Br)cc2)CC1	-1	8	-12	-1	0	4.2	4	-0.1	5
CCN1C(=O)[C@@H]2[C@H](C1=O)[C@@H]1C(=O)Nc3ccccc3C(=O)N1[C@@H]2c1cccc(OC)c1	-4	-8	6	-2	2	-0.8	10	-0.1	-1
COc1ccc(CCC(=O)Nc2cnc3ccccc3c2)cc1	-3	3	0	5	-8	0.1	5	-0.1	-5
COC(=O)NNC(=S)NCc1ccccc1	0	13	-3	-2	-1	1.1	-1	0.0	-1
C/C(=N\NC(=O)c1cccnc1)c1ccccc1	-4	9	-1	2	-4	-1.0	-2	-0.1	-2
CCOC(=O)N1CCN(S(=O)(=O)N2CCCC(C(=O)NCCc3ccc(OCC)c(OCC)c3)C2)CC1 (stereo unspecified)	-4	1	-10	-2	0	0.0	2	0.0	-1
COc1ccccc1CNC(=O)CC(NS(=O)(=O)c1ccc(C)cc1)c1ccco1 (stereo unspecified)	1	-1	5	-1	13	2.6	1	-0.1	-1
CC(C)NC(=O)CSc1nc(N)c(NC(=O)c2ccco2)c(=O)[nH]1	-3	4	-12	0	-9	-1.0	8	-0.1	-2
COc1ccc(CN(Cc2ccccn2)S(=O)(=O)c2ccc(-n3cnnn3)cc2)cc1	-2	4	0	-39	-26	2.9	0	-0.1	-2
Clc1nnc(Cl)c2c1ncn2Cc1ccccc1	-6	-2	-1	-9	-8	-0.3	11	-0.2	2
Cc1nc(NC(C)C)c2oc3ccccc3c2n1	2	-1	-1	-2	-1	0.3	6	0.0	-4
CCN(C1CCCCC1)S(=O)(=O)c1cc(C)ccc1OC	0	1	9	8	13	1.2	0	0.1	-2
Cc1ccc(NC(=S)Nc2cc(C(=O)O)ccc2N2CC3CC(C2)c2cccc(=O)n2C3)cc1C (stereo unspecified)	0	-14	3	4	2	-0.2	-3	0.0	-2
O=C(N/C(=C/c1ccccc1Cl)C(=O)N1CCOCC1)c1ccccc1	nt	16	nt	nt	5	nt	2	-0.3	nt
CCCCC(=O)NC(=S)Nc1ccc(S(=O)(=O)N2CCCC2)cc1	0	1	5	-10	16	1.4	6	0.0	-5
CCNC(=O)c1sc(=S)n(CC)c1N	-6	-7	-10	9	-7	-0.3	-6	-0.1	-13
COc1ccc(N(CC(=O)Nc2cccc(C)c2)S(=O)(=O)c2c(C)n[nH]c2C)cc1	-1	4	7	-6	-1	1.7	5	0.1	-2
C=CCn1c(SCC(=O)Nc2sc(C)c(C)c2C(=O)OCC)nnc1-c1sc(N)nc1C	-3	-2	14	-3	-6&15	2.9	4	-0.2	7
Cc1cccc2cc(C#N)c(N3CCN(C)CC3)nc12	-1	10	1	1	4	0.0	0	0.0	-2
CN1CCN(c2ccccc2NC(=O)c2ccc(-c3ccc(Cl)cc3Cl)o2)CC1	1	2	6	-4	-1	6.7	4	0.0	-3
